LYPLA2 inh: LYPLA2 (human) inhibition in PME1 counter-screen. O95372. recombinant LYPLA2, FP-Rh probe fluorescence polarization. inhibition, % at 5.9 µM. 320,000 compounds, 0.38% hits. AID 2177;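 active = inhibition above the screen-wide mean plus 3 SD, limit set per campaign, cut at about 26% in these data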;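 note: 0% = LYPLA2 with DMSO and 100% = wells lacking LYPLA2 enzyme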
Target sequence (O95372 whole entry, looked up): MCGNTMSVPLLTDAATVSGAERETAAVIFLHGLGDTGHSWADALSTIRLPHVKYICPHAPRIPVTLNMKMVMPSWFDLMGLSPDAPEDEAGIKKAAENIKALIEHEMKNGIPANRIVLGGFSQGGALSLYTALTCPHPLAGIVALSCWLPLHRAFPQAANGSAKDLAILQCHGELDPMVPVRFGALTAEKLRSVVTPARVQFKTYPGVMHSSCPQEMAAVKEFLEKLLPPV
PAFAH1B3 FP inh: PAFAH1B3 (human) inhibition. Q15102. recombinant PAFAH1B3, FP-rhodamine probe, fluorescence polarization. inhibition, % at 3.39 µM. 340,000 compounds, 0.28% hits;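 active = inhibition above the screen-wide average of all tested compounds plus 3 SD, cut at about 25% in these data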;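 note: 0% = enzyme with DMSO only and 100% = wells lacking PAFAH1B3 protein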
Target sequence (Q15102 whole entry, looked up): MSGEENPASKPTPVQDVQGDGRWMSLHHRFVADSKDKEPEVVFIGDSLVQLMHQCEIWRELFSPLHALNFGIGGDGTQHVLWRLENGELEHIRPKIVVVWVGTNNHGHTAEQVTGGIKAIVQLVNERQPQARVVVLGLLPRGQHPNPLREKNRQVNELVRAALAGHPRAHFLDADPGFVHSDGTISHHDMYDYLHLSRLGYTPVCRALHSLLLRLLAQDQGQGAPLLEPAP
LYPLA1 inh: LYPLA1 (human) inhibition in PME1 counter-screen. O75608. recombinant LYPLA1, FP-Rh probe fluorescence polarization. inhibition, % at 5.9 µM. 320,000 compounds, 0.16% hits. AID 2174;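 active = inhibition above the mean of all tested compounds plus 3 SD, set per campaign, cut at about 14% in these data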;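 note: inhibitors block serine hydrolase probe labeling of LYPLA1 so polarization falls; 0% = enzyme with DMSO and 100% = wells lacking LYPLA1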
PAD4 inh: blocks human protein arginine deiminase 4; recombinant PAD4, RCA probe fluorescence polarization; 330,000 compounds, 0.41% hits; inhibition, % at 6.36 µM; AID 485272;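 active = percent inhibition above a cutoff equal to the mean of all tested compounds plus 3 SD, cut at about 15% in these data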;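 note: 0% = PAD4 with RCA probe and DMSO and 100% = probe without PAD4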
PREPL inhibitor: inhibits the human prolyl oligopeptidase-like enzyme | 320,000 compounds, 0.68% hits | AID 2751 | inhibition, % at 5.96 µM | recombinant PREPL, fluorescence polarization activity-based probe | Q4J6C6; in the data active = inhibition above about 43%;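 note: 0% = enzyme with DMSO and 100% = wells lacking enzyme; many of its hits are not listed in these tables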
GSTO1 inh: GSTO1 inhibition, counter-screen for RBBP9 inhibitors. AID 1974. P78417. inhibition, % at 5.96 µM. 300,000 compounds, 1.1% hits. recombinant GSTO1, activity-based probe fluorescence polarization;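 active = inhibition above the campaign mean inhibition plus 3 SD, cut at about 35% in these data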;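 note: 0% = GSTO1-1 with DMSO and 100% = wells lacking GSTO1-1 enzyme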
Target sequence (P78417 whole entry, looked up): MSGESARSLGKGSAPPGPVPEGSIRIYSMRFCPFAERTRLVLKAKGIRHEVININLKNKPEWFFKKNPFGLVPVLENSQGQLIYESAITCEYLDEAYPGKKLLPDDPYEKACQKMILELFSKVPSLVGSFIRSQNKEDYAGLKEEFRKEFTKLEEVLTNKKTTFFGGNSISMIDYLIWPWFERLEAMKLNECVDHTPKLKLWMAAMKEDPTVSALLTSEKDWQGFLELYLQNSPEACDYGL
PAFAH2 FP inh: inhibitors of human PAFAH2. 340,000 compounds, 0.99% hits. Q99487. recombinant PAFAH2, FP-rhodamine activity probe, fluorescence polarization. inhibition, % at 3.39 µM;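 active = inhibition above the mean over all tested compounds plus 3 SD, cut at about 30% in these data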;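 note: inhibitors block probe labeling of enzyme so polarization drops; 0% = enzyme with DMSO and 100% = wells lacking PAFAH2 protein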
EBNA-1 inh: blocks EBNA-1 binding to DNA; EBNA-1 DNA binding, fluorescence polarization; inhibition, % at 14.8 µM; 300,000 compounds, 0.34% hits; AID 1950; in the data active = inhibition above about 28%
ZTA counter: ZTA (EBV) inhibition in EBNA-1 counter-screen; P03206; ZTA-DNA binding, fluorescence polarization; inhibition, % at 11 µM; 320,000 compounds, 0.15% hits; AID 2234; in the data active = inhibition above about 33%
Target sequence (P03206 whole entry, looked up): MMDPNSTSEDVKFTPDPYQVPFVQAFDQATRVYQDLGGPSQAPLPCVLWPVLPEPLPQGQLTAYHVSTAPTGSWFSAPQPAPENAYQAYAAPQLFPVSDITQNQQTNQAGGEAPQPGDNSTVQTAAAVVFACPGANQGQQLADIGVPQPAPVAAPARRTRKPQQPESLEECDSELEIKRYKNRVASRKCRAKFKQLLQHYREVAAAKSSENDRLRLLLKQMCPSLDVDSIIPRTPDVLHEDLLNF
Active calls of the source: *; . = not tested or not shown. This is a subset; rates above refer to the full screens.

SMILES | LYPLA2 inh | PAFAH1B3 FP inh | LYPLA1 inh | PAD4 inh | PREPL inhibitor | GSTO1 inh | PAFAH2 FP inh | EBNA-1 inh | ZTA counter
CCOC(=O)C1CCCN(S(=O)(=O)c2cc3c4c(c2)CCC(=O)N4CCC3)C1 (stereo not drawn) | 4 | -6 | 3 | -3 | 3 | -3 | -6 | 7 | 1
CCCC(=O)Nc1ccc(Cl)c(NC(=O)CC)c1 | 7 | 0 | 4 | 0 | 6 | 2 | -7 | 7 | -11
COC(=O)c1sc(S(=O)(=O)N2CCN(CCO)CC2)c(C(=O)OC)c1C | 4 | -2 | 0 | -1 | -7 | -11 | 2 | -6 | -16
CC(NC(=O)CNC(=O)c1ccco1)c1ccccc1 (stereo not drawn) | 0 | -7 | -4 | 0 | 6 | 4 | 18 | -9 | -25
Cc1ccc(-c2nnc3sc(-c4ccncc4)nn23)cc1 | 0 | 12 | -3 | -3 | 8 | -1 | 1 | -1 | 7
C/C(CC1(O)/C(=N/O)CCc2nonc21)=N\O (stereo not drawn) | 5 | -6 | -1 | -6 | -10 | -4 | 2 | 4 | 3
COc1ccc(CNC(=O)Cc2ccc(NC(=O)C3=C(C)OCCS3)cc2)cc1 | -5 | -2 | 0 | -6 | -2 | 8 | 2 | 3 | 18
O=C(CCc1nc2ccccc2c(=O)[nH]1)OCCOc1ccc(Cl)cc1 | -2 | -16 | 0 | 0 | -8 | -1 | -4 | 4 | 9
O=C(CN1C(=O)COc2ccccc21)Nc1ccc(N2CCOCC2)cc1 | 9 | -4 | 4 | 1 | -2 | 1 | -6 | 9 | 1
CCOC(=O)C1CCN(C(=O)c2cc(CN3C(=O)c4ccccc4C3=O)ccc2OCC)CC1 | -1 | 3 | -2 | 2 | 1 | -2 | 0 | -5 | -8
O=C(COC(=O)Cc1ccc(F)cc1)NC1CCS(=O)(=O)C1 (stereo not drawn) | 4 | 3 | 1 | -4 | -4 | 9 | 8 | -13 | 4
COc1ccc(CCNC(=O)c2ccc(CN3CCC(Cc4ccccc4)CC3)cc2)cc1 | 5 | 12 | 5 | -4 | 4 | 1 | -3 | -1 | 4
CC(=O)c1cccc(NC(=O)C2=CC(c3cccs3)=NS(=O)(=O)N2C)c1 | 1 | 6 | -1 | 1 | 4 | -3 | 6 | 5 | 21
Cc1ccc(S(=O)(=O)Cn2nnnc2CN2CCCC3(CCCCC3)C2)cc1 | -2 | 11 | 0 | -1 | 1 | 4 | 0 | 7 | -13
CSc1ccccc1OCc1cc(C(=O)NC2CCc3ccccc32)no1 (stereo not drawn) | -9 | 7 | -6 | -3 | 8 | 5 | 8 | -1 | 2
Nc1nc2c(c(=O)[nH]1)C(c1ccccc1)C1=C(N2)c2ccccc2C1=O (stereo not drawn) | 0 | -5 | 4 | -3 | 20 | 9 | 18 | -8 | -1
COc1ccc(CN2CCN(S(=O)(=O)c3ccccc3)CC2)c(OC)c1OC | 5 | 11 | 2 | 2 | 3 | 0 | 4 | -17 | -3
Cc1cccc(NC(=O)N2CCN(Cc3ccc(Cl)cc3)CC2)c1 | 0 | 3 | -1 | 2 | 1 | -3 | 0 | 12 | 2
Cc1cc(C)c(NC(=O)CN(C)C(=O)CNC(=O)c2cccs2)c(C)c1 | 5 | -4 | -5 | 2 | -1 | . | -2 | . | -11
O=C(CN1C(=O)c2ccccc2C1=O)Nc1ccccc1C(=O)NC1CCCCCC1 | 3 | 9 | -2 | 4 | 0 | 2 | -6 | -5 | 4
COc1ccc(C(CC(=O)O)N2Cc3ccccc3C2=O)cc1OC (stereo not drawn) | -3 | 15 | 2 | 0 | -5 | 4 | 4 | -3 | 6
CCC(C)(C)C1CCc2[nH]nc(C(=O)NCc3ccccn3)c2C1 (stereo not drawn) | -2 | 7 | -1 | -4 | -10 | -3 | 14 | -1 | -3
COCc1cc(/C=N\NC(=O)Cc2ccc(Cl)cc2)ccc1OC | 0 | 3 | -2 | -2 | -9 | -1 | 1 | 1 | 0
CC1(c2ccccc2)ON(c2ccccc2C(F)(F)F)C1=O (stereo not drawn) | -6 | . | -2 | -11 | 0 | . | . | . | 6
COc1cccc(NC(=O)c2ccco2)c1 | -1 | -2 | -1 | -2 | -3 | 7 | 0 | 1 | 9

Sorted by formula weight (falling): part of the list above
SMILES | LYPLA2 inh | PAFAH1B3 FP inh | LYPLA1 inh | PAD4 inh | PREPL inhibitor | GSTO1 inh | PAFAH2 FP inh | EBNA-1 inh | ZTA counter
COc1ccc(CN2CCN(S(=O)(=O)c3ccccc3)CC2)c(OC)c1OC | 5 | 11 | 2 | 2 | 3 | 0 | 4 | -17 | -3
Cc1cc(C)c(NC(=O)CN(C)C(=O)CNC(=O)c2cccs2)c(C)c1 | 5 | -4 | -5 | 2 | -1 | . | -2 | . | -11
COc1ccc(C(CC(=O)O)N2Cc3ccccc3C2=O)cc1OC (stereo not drawn) | -3 | 15 | 2 | 0 | -5 | 4 | 4 | -3 | 6

Later entries:
SMILES | LYPLA2 inh | PAFAH1B3 FP inh | LYPLA1 inh | PAD4 inh | PREPL inhibitor | GSTO1 inh | PAFAH2 FP inh | EBNA-1 inh | ZTA counter
CC(SCCc1ccccn1)C(=O)O (stereo not drawn) | 1 | 0 | 0 | 0 | -6 | 5 | -1 | 7 | 4
COc1ccc([C@@H]2CC=C(C(=O)O)[C@H](c3ccc(Cl)cc3)N2S(=O)(=O)c2ccc(C)cc2)cc1OC | 0 | 3 | 2 | -1 | -2 | 1 | 3 | 2 | -4
CC(C)[C@H](NC(=O)c1ccco1)C(=O)OCC(=O)N1CCc2ccccc21 | 2 | -4 | 0 | -3 | -6 | 6 | 6 | -4 | 22
CC(=O)Nc1ccc(S(=O)(=O)NCCC(=O)NCCc2ccc(F)cc2)cc1 | 7 | 9 | 1 | 0 | 10 | 23 | 2 | 0 | -9
O=C(COC(=O)CCc1ccccc1)Nc1ccccc1OC(F)F | 1 | -1 | -1 | -5 | 3 | 5 | 16 | 10 | 11
COc1ccccc1C(=O)NNC(=O)c1cccc(Cl)c1 | 7 | 9 | -3 | -2 | 1 | 2 | 6 | 2 | -14
COc1ccc(C(=S)N2CCOCC2)cc1OC(=O)c1ccc([N+](=O)[O-])cc1[N+](=O)[O-] | 1 | -3 | -2 | -4 | -12 | 4 | -9 | -2 | -4
CC(C)CN(C(=O)COC(=O)CSc1ccccc1F)c1c(N)n(Cc2ccccc2)c(=O)[nH]c1=O | 2 | 9 | -3 | -3 | -2 | 2 | 1 | -5 | -5
CC(=O)c1cccc(NC(=O)N2CCCC2C(=O)Nc2c(C)cccc2C)c1 (stereo not drawn) | -2 | 8 | -2 | -3 | 3 | 7 | 3 | -6 | -5
COc1ccc(C2=NOC(Cn3nc(C(=O)NCc4ccc(OC(F)(F)F)cc4)cc3-c3ccccc3)C2)cc1 (stereo not drawn) | -5 | -6 | -3 | -2 | 0 | -2 | -7 | 10 | 16
O=C(COc1cc(O)c2c(=O)cc(-c3ccccc3)oc2c1)c1cccc([N+](=O)[O-])c1 | 6 | 3 | 0 | 3 | -35 | 5 | -7 | -2 | 4
O=C(CN1C(=O)c2ccccc2C1=O)NCC1CCCO1 (stereo not drawn) | -4 | 2 | 3 | 1 | 5 | 1 | 0 | 6 | 6
O=C(CSc1nnc(COc2ccc(Cl)cc2)o1)NC1CC2CCC1C2 (stereo not drawn) | -2 | 5 | -2 | 1 | 46* | 5 | 2 | 4 | -3
Clc1ccccc1OCCn1cnc2ccccc21 | -1 | -2 | -2 | 1 | 3 | -4 | 3 | 8 | -12
COc1ccc(Nc2nc3ccccc3n2C)cc1 | 0 | -2 | 3 | 8 | 3 | 0 | -2 | 3 | 15
NC(=O)CSc1nnc(-c2ccccc2Br)n1-c1cccc(C(F)(F)F)c1 | 5 | 5 | -1 | -3 | -2 | 8 | -3 | 8 | -4
Cn1cc(CCC(=O)N2CCCC(N3CCN(c4ccccc4F)CC3)C2)cn1 (stereo not drawn) | 2 | 7 | 1 | 1 | 14 | 6 | 5 | -2 | -10
CNC(=O)c1c(NC(=O)c2ccco2)sc2c1CCC2 | -4 | -1 | -3 | 2 | 10 | 9 | 2 | 3 | 2
Cc1ccc(NC(=S)/C(=C(\[O-])c2ccc(F)cc2)[n+]2ccccc2)cc1 | 0 | 4 | 1 | -11 | 18 | 9 | 5 | -2 | -19
CC(C)C[C@H](N)C(=O)N1CCC(C(=O)N[C@H](C(=O)NCc2ccc(F)cc2)C(C)C)CC1 | 2 | 3 | 1 | -2 | 17 | -2 | -9 | 4 | 5
CS(=O)(=O)N(CC(=O)N1CCCCC1)Cc1ccccc1 | 6 | 7 | 0 | -3 | 3 | 6 | 4 | -4 | -2
COc1ccc(C(=O)NC(=S)Nc2cccc3cc(O)ccc23)cc1OC | 6 | -4 | -9 | 1 | 11 | -8 | 0 | -1 | 8
CCOc1cc2[nH]c(=O)n(Cc3ccc(C(=O)NCCCN4CCC(C)CC4)cc3)c(=O)c2cc1OCC | 6 | 3 | 3 | 2 | 5 | 4 | 12 | 2 | 0
CCc1ccc(NC(=O)CSc2nnc(CNC(=O)c3ccco3)o2)cc1 | 0 | 8 | 3 | -3 | -10 | 9 | 7 | -7 | 5
C=CCn1c(=N)n(CC(=O)c2ccc(Cl)cc2)c2ccccc21 | 9 | 0 | 3 | -6 | 25 | 4 | -6 | -4 | 18

Next section:
SMILES | LYPLA2 inh | PAFAH1B3 FP inh | LYPLA1 inh | PAD4 inh | PREPL inhibitor | GSTO1 inh | PAFAH2 FP inh | EBNA-1 inh | ZTA counter
Cc1ccc(/C=C/C(=O)Nc2ncc(C)s2)o1 | -1 | -8 | 4 | -17 | 9 | 33 | -4 | -6 | 6
CC(C)CCNC(=O)CN(CC1CCCO1)C(=O)CCC(=O)Nc1ccccn1 (stereo not drawn) | 5 | 4 | -1 | 0 | 8 | 1 | -2 | -10 | 11
CN(C)c1ccc(NC(=O)/C=C/c2c(Cl)cccc2Cl)cc1 | 15 | 6 | -2 | 1 | 6 | 1 | 1 | -11 | 15
O=C(Cc1coc2cc(O)ccc12)NNC(=O)c1ccc(Br)s1 | . | 9 | . | -1 | 3 | . | 10 | . | .
CCCCNC(=O)c1c(CSc2ccc(Cl)cc2)noc1C(=O)NCCC | 0 | 3 | -8 | -4 | 0 | -1 | 7 | 14 | 0
O=C(COC(=O)c1ccccc1Br)NCCc1ccc(F)cc1 | 4 | 2 | 0 | 1 | -22 | 3 | -5 | 2 | -7
O=C(c1ccc(Br)cc1)N(C1=NCCCCS1)c1ccccc1 | 1 | 8 | 0 | 0 | -15 | -5 | 7 | 5 | -13
COc1ccc(NC(=O)N2CCC(NC(=O)c3ccco3)CC2)cc1 | 0 | -5 | -6 | 1 | 2 | 3 | -5 | -9 | 4
Cc1ccc(S(=O)(=O)N(C)CCCC(=O)Nc2ccc(C)cc2C)cc1 | -2 | -4 | 2 | 0 | 5 | 4 | 0 | -5 | -6
N#C/C(=C\c1ccco1)C(=O)NCc1ccccc1 | -4 | 12 | 0 | -8 | 3 | 0 | 0 | 4 | -7
CCCc1cc(=O)[nH]c2nnc(SCC(=O)Nc3ccc(C(C)=O)cc3)n12 | 6 | 5 | 2 | -5 | 15 | -4 | -2 | -5 | -18
CSc1ccc(/C=N/NC(=O)c2sccc2C)cc1 | -10 | 1 | -5 | -4 | -3 | 2 | 3 | -6 | 1
COCCNC(=O)C(OC(=O)c1ccco1)c1ccccc1OC (stereo not drawn) | -3 | 0 | -2 | -5 | 1 | 4 | -13 | -4 | 13
COc1ccc(Cl)cc1N(CC(=O)Nc1cccc(SC)c1)S(C)(=O)=O | -3 | -3 | -3 | -4 | -16 | -4 | -3 | -3 | 11
c1ccc(OCc2nc(-c3ccccc3)no2)cc1 | 2 | 6 | -1 | -4 | 7 | 1 | 3 | -1 | -7
O=C(COc1ccc(/C=N/NC(=O)c2cc3ccccc3o2)cc1Br)Nc1ccccc1 | 5 | -17 | -4 | 0 | -2 | -1 | -22 | -9 | 9
